Screening results from PubChem.
DT40 TDP1 CPT: qHTS for Inhibitors of human tyrosyl-DNA phosphodiesterase 1 (TDP1): qHTS in cells in presence of CPT; chicken DT40 Tdp1-/-;hTDP1 cells + 20 nM CPT, ATP luminescence, 48 h; Potency, µM (top dose mostly 46.2 µM), for inactives: at the top dose activity change, negative = growth inhibition, usual class: inhibitors; actives 12% (n = 420,000); active = well fitted inhibition curve with a large enough effect; inconclusive = small, poorly fitted or top-dose-only effect; also: nearly all actives have a fitted effect of over 55% in size
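Chicken DT40 Tdp1-/- cells complemented with human TDP1, 400 cells/well, exposed to compounds plus 20 nM camptothecin for at least 48 h at 37 C; viability read as ATP content by CellTiter-Glo luminescence.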
Numbers without * were called inactive; ? = inconclusive; [ ] = dose if it differs, or a comment. % is scaled to controls: 0 for no effect and ±100 for the full control effect; potency is read from the fitted curve at half-maximal effect. Only part of the results is shown; count on the stated rates, not on these rows.

SMILES	DT40 TDP1 CPT
O=S1(=O)C[C@H](N2CCN(CCO)CC2)[C@@H](COCc2ccccc2)N1	11.0%
COc1ccc(CN2CCOc3c(cc(-c4ccc(OC)nn4)cc3OC)C2)c(O)c1	-9.2%
COCCNc1nc(-c2ccccc2CO)c2sc(-c3ccccc3)cc2n1	1.3µM*
Cc1cccc(C(=O)Nc2ccc(C(=O)c3ccncc3)cc2)c1	?
O=C(NC1CC1)c1[nH]c(C(F)(F)F)nc1-c1ccccc1	-9.3%
O=C(C[C@H]1CC[C@H]2[C@@H](COC[C@@H](O)CN2C(=O)c2cnccn2)O1)NCc1ccc(Oc2ccccc2)cc1	?
Cc1cc(C)c(N2C(=O)CC(Sc3ccccc3N)C2=O)c(C)c1 (stereo not given)	16.4µM*
Cc1cccc(OCc2nnc(SCC(=O)NCc3ccc4c(c3)OCO4)o2)c1	-1.1%
CCCCN1C[C@H](C)[C@@H](CC(=O)NC)C1=O	0.3%
COC1CC(NC(C)=O)C(OC(=O)c2ccccc2)C(CBr)O1 (stereo not given)	-12.4%
CC(Sc1nnc(-c2ccccc2F)n1C)C(=O)Nc1ccc(N2CCOCC2)cc1 (stereo not given)	-9.1%
CCc1nc2ccc(C(=O)Nc3cccc(OC)c3)cn2c1N(CC)CCN(C)C	3.5%
CC(Nc1ccc(Br)cc1)C(=O)NC(=O)NC1CCCCC1 (stereo not given)	?
O=C(Nc1ccc2c(c1)OCCO2)C1C(c2ccccc2)=Nc2ccccc2N1C(=O)c1cccnc1 (stereo not given)	?
C[C@H]1CN([C@@H](C)CO)C(=O)c2c(c3ccccc3n2C)-c2ccccc2CO[C@H]1CN(C)C(=O)[C@@H]1CCCN1C	-24.2%
Cc1cc(C(=O)NCC2CCC3(CCN(Cc4ccc5ccccc5c4)CC3)O2)n(C)n1 (stereo not given)	20.6µM*
COC(=O)CN1C(=O)COc2ccc(S(=O)(=O)N3CCCCC3)cc21	-4.2%
CCC1(C2CCN(C(=O)c3ccc(C)c(C)c3)CC2)NC(=O)N(CCc2scnc2C)C1=O (stereo not given)	-4.5%[9.04 µM]
CC(=O)NC(C)(c1ccccc1)c1nc(-c2cccc3cccnc23)cs1 (stereo not given)	20.6µM*
OC[C@]1(O)OC[C@@H](O)[C@H](O)[C@@H]1O	-27.4%
Cc1cccc(C)c1NC(=O)C(C1CC1)n1c(=O)c(-c2ccco2)nc2ccccc21 (stereo not given)	?
Nc1nc2ncccc2cc1C(=O)NC1CCCCC1	-13.6%
OC(c1ccc2c(c1)CN(Cc1cccn1-c1cccnc1)CCO2)C1CCCCC1 (stereo not given)	?
O=C(O)CC(c1ccccc1)c1ccc2c(c1)OCO2 (stereo not given)	-6.6%
CC(C1SC(=S)NC1=O)C1SC(=S)NC1=O (stereo not given)	-25.3%

3 entries drawn at random from the list so far, as already listed:
SMILES	DT40 TDP1 CPT
O=S1(=O)C[C@H](N2CCN(CCO)CC2)[C@@H](COCc2ccccc2)N1	11.0%
Cc1cccc(C(=O)Nc2ccc(C(=O)c3ccncc3)cc2)c1	?
CCCCN1C[C@H](C)[C@@H](CC(=O)NC)C1=O	0.3%

Looked up above:
Value of O=S1(=O)C[C@H](N2CCN(CCO)CC2)[C@@H](COCc2ccccc2)N1 in DT40 TDP1 CPT: 11.0%
Value of COCCNc1nc(-c2ccccc2CO)c2sc(-c3ccccc3)cc2n1 in DT40 TDP1 CPT: 1.3µM*
Value of COc1ccc(CN2CCOc3c(cc(-c4ccc(OC)nn4)cc3OC)C2)c(O)c1 in DT40 TDP1 CPT: -9.2%
Value of CC(C1SC(=S)NC1=O)C1SC(=S)NC1=O (stereo not given) in DT40 TDP1 CPT: -25.3%

(next part)
SMILES	DT40 TDP1 CPT
COc1cc(CNC(=O)c2cc(-c3cc(OC)ccc3Cl)n[nH]2)cc(OC)c1	?
CC(=O)c1ccc(-c2cnc3c(NC=O)cc(-c4ccc(C(=O)NC5CC5)cc4)cn23)cc1	5.8µM*
O=C(Nc1cccc(OC(F)(F)F)c1)C1Cc2c(-c3cccc(F)c3)ccnc2O1 (stereo not given)	?
CCCCOCCCNC(=O)C[C@@H]1C[C@@]2(C(=O)OCC)CCC=C2N(CCC2=CCCCC2)C1=O	?
O=C1CC[C@@H](C(=O)NCC2Cc3cc(Cl)cc(-c4ccc5[nH]ccc5c4)c3O2)N1 (stereo not given in full)	-3.9%[9.04 µM]
O=C(/C=C/[C@H]1O[C@@H](n2ccc(=O)[nH]c2=O)[C@H](O)[C@@H]1O)NCc1cccs1	3.5%
Cc1ccc(S(=O)(=O)N2C[C@H]3[C@H]4C(=O)N(c5ccccc5)C(=O)[C@H]4CC(=O)[C@H]3[C@@H]2c2ccccc2F)cc1	7.0%
COc1cc(C(=O)C(=O)N2CCN(c3ccc(C)cc3)CC2)cc2ccccc12	14.6µM*
COCCNC(=S)N(C)[C@H]1C[C@H]2c3cc(Oc4ccccc4C)ccc3CCN2C(=O)[C@H]1[C@H](C)O	14.6µM*
CC1=CC(C)C(=O)N(CCN2CCOCC2)C(C)=C1 (stereo not given)	4.0%
Cc1cccc(C(=O)N2CCOc3ccc(CN(C)Cc4cc(C5CC5)n[nH]4)cc3C2)n1	13.4%[9.04 µM]
CC1(C(=O)NS(=O)(=O)c2ccc(Cl)cc2)CCN1C(=O)c1ccco1 (stereo not given)	-22.3%
CCC(C)C(CO)NCCCn1cnc2c(SC)ncnc21 (stereo not given)	-0.3%
O=C(C[C@H]1C=C[C@@H](NS(=O)(=O)c2ccccc2)[C@@H](CO)O1)NCc1ccc(Cl)c(Cl)c1	?
COc1c(C)c2c(c(O)c1C/C=C(\C)CCC(=O)OCCN1CCOCC1)C(=O)OC2	0.133µM*
Nc1ccc(N2N=C(N3CCCC3)CC2=O)cc1	-7.3%
Cc1nc2ccc(C(=O)N(C)Cc3ccco3)cn2c1N(C)C(=O)CCc1ccccc1	?
O=C(Nc1ccc2ccccc2c1)C(c1ccccc1)n1c(=O)c(-c2cc3ccccc3[nH]2)nc2ccccc21 (stereo not given)	?
COc1ccc(NC(=O)C2c3ccccc3OCC(=O)N2Cc2ccc3c(c2)OCO3)cc1 (stereo not given)	-14.8%
COCc1cccc(-c2csc(C(NC(C)=O)c3ccc(F)c(F)c3)n2)c1 (stereo not given)	?
CCCCn1nnnc1C1(C)CCC(=O)N1CCc1ccccc1F (stereo not given)	-3.5%
CC(C)NC(=O)CN1CCN(C(c2ccnc3ccccc23)c2nnnn2-c2ccc3c(c2)OCCO3)CC1 (stereo not given)	-29.5%
CC(C)C[C@H]1CN(CCCC[C@H]2CNC(=O)C(=O)N2CC2CCCCC2)C(=O)C(=O)N1CCC1CCCCC1	0.9%
CCOC(=O)C1(C)CCCN(C(=O)c2cc(C)on2)C1 (stereo not given)	-7.3%
Cc1c(C(=O)NCc2cccc(C(F)(F)F)c2)sc(=O)n1Cc1ccc(F)cc1	?
SMILES	DT40 TDP1 CPT
CCN(Cc1ccccc1)c1cc2c(c3c1ccn3C)C1CCC2O1 (stereo not given)	?
CCCCCCCCN1C(=O)[C@H](CC(=O)NCc2ccc(OC)c(OC)c2)C[C@@]2(C(=O)OCC)CCCC=C12	?
Cc1noc(C)c1-c1ccc(C(=O)Nc2cccc(NS(C)(=O)=O)c2)c2occc12	?
CCN(c1ccccc1)S(=O)(=O)c1cccc(C(=O)NCC(c2ccc(OC)cc2)N2CCCCC2)c1 (stereo not given)	18.4µM*
[O]=[Bi][O]C(=O)[O][Bi]=[O]	?
CCOc1ccc(-c2nc(CSCC(=O)NC3CCN(Cc4ccccc4)CC3)c(C)o2)cc1	23.1µM*
COCCCN1C(=O)C(CC(=O)NCCc2ccccn2)CC(C(=O)N(C(C)C)C(C)C)=C1C (stereo not given)	10.0%
CC(C)(C)OC(=O)N1C(=O)[C@](OC(=O)c2ccccc2)(c2ccccc2)c2cccc(F)c21	?
CC(C)(C)NC(=O)C(c1cc2ccccc2o1)n1c(=O)c(-c2ccco2)nc2ccccc21 (stereo not given)	?
COCOc1cccc(CN2CCC2(C)C(=O)Nc2ccc(C)cc2)c1 (stereo not given)	?
COc1cccc(C(C)(O)c2nc(-c3ccc(OC)c(OC)c3)cs2)c1 (stereo not given)	?
CCCCNC(=O)C[C@@H]1C[C@@]2(C(=O)OC)CC(C)(C)CC=C2N(Cc2ccc3c(c2)OCO3)C1=O	16.4µM*
O=C1NC(Cc2ccc(O)cc2)c2nc3cc(Cl)ccc3c(=O)n2-c2ncccc21 (stereo not given)	?
Cc1cc2c(cc1C)N1C(=O)c3cc4ccccc4cc3NC(=O)C1C(=O)N2 (stereo not given)	?
CCOC(=O)C1=CC[C@@H](c2ccccc2)N(S(=O)(=O)c2ccc(C)cc2)[C@H]1c1ccc(C#N)cc1	11.6µM*
CCC(=O)N1CCC(C)(C(=O)NCc2cccc(OC)c2)C1 (stereo not given)	-3.4%
C[C@@H]1CN([C@H](C)CO)C(=O)CCCn2nncc2CO[C@@H]1CN(C)C(=O)c1ccc(N2CCN(C)CC2)cc1	-15.8%
CCN(CC)C(=O)c1cccc(-c2csc(C(C)(O)c3ccncc3)n2)c1 (stereo not given)	18.4µM*
CC(C)Nc1nc(NCCN2CCCC2)c2sc(-c3ccccc3)cc2n1	6.51µM*
COc1ccc(CNC[C@H]2O[C@@H](n3ccc(=O)[nH]c3=O)[C@H](O)[C@@H]2O)cc1	9.2%
Cc1cc(NC(=O)COc2ccc3c(C)c(C)c(=O)oc3c2)no1	0.1%
CC(C)Nc1nc(Nc2ccc(C(N)=O)cc2)c2sccc2n1	25.9µM*
COc1ccc(NC(=O)CN(C)C(=O)c2ccc(S(=O)(=O)N3CCOCC3)cc2)cc1	-15.1%
CC1(C(=O)Nc2ccc3c(c2)OCO3)CCN1C(=O)CC1CC1 (stereo not given)	-12.3%
O=C(NCc1cccc(C(F)(F)F)c1)c1[nH]c(C(F)(F)F)nc1-c1ccccc1	?
SMILES	DT40 TDP1 CPT
CC1=C(C(=O)N2CCCCCC2)CC(CC(=O)NCCN2CCOCC2)C(=O)N1Cc1ccccc1 (stereo not given)	-15.7%
OC[C@@H]1CN(Cc2ccc(-c3ccccc3)cc2)C[C@H](n2cnc3c(NCc4ccncc4)ncnc32)O1	2.91µM*
Cc1nc(C(=O)O)cc([N+](=O)[O-])c1C	-18.6%
CCCN(CC)C(CC)C(=O)Nc1c(C)cccc1C (stereo not given)	0.4%
CCN1CCCC1CNC(=O)c1cnn(-c2nccc(-c3ccco3)n2)c1C1CC1 (stereo not given)	4.8%
COc1ccc(OCCN2CCC(C(=O)NC(c3ccc(OC)cc3)c3ccccn3)CC2)cc1 (stereo not given)	-13.8%
CC1CC(=O)Nc2ccccc2N1C(=O)COc1ccccc1C(N)=O (stereo not given)	-24.8%
O=C(OCC(=O)N1CCOCC1)c1cncc(Br)c1	3.6%
C[C@@H]1CN([C@H](C)CO)C(=O)CCCn2cc(nn2)CO[C@H]1CN(C)C(=O)Nc1ccccc1F	0.6%
CCOC(=O)C1=CCN(S(=O)(=O)c2ccc(F)cc2)C1c1cccc(F)c1 (stereo not given)	-25.5%
CN(Cc1ccccc1)C(=O)c1[nH]cnc1C(=O)Nc1ccc(Br)cc1F	?
COc1ccc(S(=O)(=O)N2CCCCC2c2cc(C(=O)Nc3ccccc3)no2)cc1 (stereo not given)	-18.2%
O=CNc1cc(-c2ccoc2)cn2c(-c3ccc(F)cc3)cnc12	13µM*
O=c1[nH][nH]c2c1C(C1CCCCC1)OC(C1CCCCC1)C2 (stereo not given)	?
Cc1cccc(C)c1N(CCCc1cccnc1)C(=O)C(C)N (stereo not given)	?
Cn1ccc2c(-c3cccc(C=O)c3)cc3c(c21)C1CCC3C1 (stereo not given)	23.1µM*
C#CCNC(=O)c1cc(-c2ccccc2)sc1N	?
CCCN1CCC(C)(C(=O)Nc2cccc(OC(C)C)c2)C1 (stereo not given)	-7.7%
CC(C)(C)OC(=O)N1CCN(C(c2ccnc3ccccc23)c2nnnn2-c2ccc3c(c2)OCCO3)CC1 (stereo not given)	?
CC=CCn1c(SCc2ccccc2)nc2c1c(=O)[nH]c(=O)n2C	?
COc1cccc(OCC(=O)NCCS(=O)(=O)N2CCN(c3ccccc3)CC2)c1	-18.7%
Cc1ccc(CN2CCC(C)(Oc3cccc(Cl)c3)C2)cc1 (stereo not given)	29.1µM*
CCc1nc2ccc(C(=O)NCCCn3ccnc3)cn2c1N(CC)C(=O)NCCc1ccccc1	-13.7%
C=CCNC(=O)CN1C(=O)CSc2ccc(S(=O)(=O)N3CCOCC3)cc21	4.3%
CC1(C(=O)NCc2ccccc2)CN(S(C)(=O)=O)CC(=O)N1CCCn1ccnc1 (stereo not given)	34.2%[activator]
O=C(CNC(=O)C12CC3CC(CC(C3)C1)C2)N1CCCC(C(F)(F)F)C1 (stereo not given)	-21.8%
CCC(=O)N[C@@H]1c2ccccc2C2(CCN(Cc3ccccn3)CC2)[C@H]1OC	6.0%
O=C(Nc1ccc(F)c(Cl)c1)c1cc(C2CCCCN2C(=O)CCc2ccccc2)on1 (stereo not given)	14.6µM*
C[C@@H]1CN([C@H](C)CO)C(=O)c2cc(Br)cnc2O[C@@H]1CN(C)Cc1ccc(F)cc1	-20.7%
Cc1cc(N2CCN(C(C(=O)NC3CCCC3)c3ccc(-c4ccccc4)cc3)CC2)c2ccccc2n1 (stereo not given)	7.31µM*

4 of the compounds above, as labelled records.
OC[C@@H]1CN(Cc2ccc(-c3ccccc3)cc2)C[C@H](n2cnc3c(NCc4ccncc4)ncnc32)O1
  DT40 TDP1 CPT: 2.91µM*
Cc1nc(C(=O)O)cc([N+](=O)[O-])c1C
  DT40 TDP1 CPT: -18.6%
CCc1nc2ccc(C(=O)NCCCn3ccnc3)cn2c1N(CC)C(=O)NCCc1ccccc1
  DT40 TDP1 CPT: -13.7%
COc1ccc(S(=O)(=O)N2CCCCC2c2cc(C(=O)Nc3ccccc3)no2)cc1 (stereo not given)
  DT40 TDP1 CPT: -18.2%
